# Compound activity as filed in PubChem BioAssay.
# ARNT TACC3 PPI: ARNT/TACC3 interaction disruption; Q9Y6A5; AlphaScreen His-ARNT PAS-B/GST-TACC3 binding, luminescence; TACC3 fragment carries E629A point mutation; inhibition, % at 9.99 µM; 390,000 compounds, 0.66% hits;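 active = mean inhibition of replicates at least 50% and at least half of replicates each reaching 50%; inconclusive = half or more replicates reach 50% but mean below 50%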;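 note: 0% = complete ARNT plus TACC3 wells and 100% = ARNT alone without TACC3; many hits fall short of the cut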
# GSIS activator: primary screen for activators of insulin secretion dependent on glucose, INS-1E cells, GLuc reporter luminescence. INS-1E GLuc reporter insulin secretion, 2-3 h. activation, % at 16.6 µM. 370,000 compounds, 0.61% hits;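 active = lowest replicate activation of at least 40%, so every replicate reaches that level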;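 note: 0% = median of neutral control wells and 100% = median of IBMX positive control wells; some compounds called inactive have numbers as strong as hits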
# ERp5 inh: blocks human ERp5 reductase activity on insulin; Q15084; ERp5 insulin aggregation, absorbance 650 nm, 90 min; inhibition, % at 9.99 µM; 350,000 compounds, 0.05% hits;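 active = mean replicate inhibition above about 25%, with every replicate also reaching it, limit read from the data, passing the limit was not always enough; inconclusive = only one of those two criteria met; inactive = neither criterion met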
# Target sequence (Q15084 whole entry, looked up): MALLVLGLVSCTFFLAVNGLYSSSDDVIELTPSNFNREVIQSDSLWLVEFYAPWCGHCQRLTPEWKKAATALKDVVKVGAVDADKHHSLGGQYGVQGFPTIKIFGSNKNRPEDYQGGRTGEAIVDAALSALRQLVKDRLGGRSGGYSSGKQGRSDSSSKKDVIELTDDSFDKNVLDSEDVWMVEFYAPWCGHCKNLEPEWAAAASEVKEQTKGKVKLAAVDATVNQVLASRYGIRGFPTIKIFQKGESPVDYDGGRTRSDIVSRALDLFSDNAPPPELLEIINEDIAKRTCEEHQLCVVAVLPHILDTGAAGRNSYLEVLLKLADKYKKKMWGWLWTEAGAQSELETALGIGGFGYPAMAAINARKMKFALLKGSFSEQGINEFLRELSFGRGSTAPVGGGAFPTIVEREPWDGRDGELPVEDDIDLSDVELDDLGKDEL
# PAX8 reporter: PAX8 transcriptional activity inhibition. inhibition, % at 12.6 µM. 360,000 compounds, 1.2% hits. RMG-I TPO-luciferase reporter, SteadyGlo, 24 h;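 active = mean replicate inhibition at least 60% with every replicate also reaching 60%; inconclusive = only one of the two criteria is met; inactive = mean below 60% and not all replicates reaching 60%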;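 note: luciferase light reporting Pax8 driven TPO promoter activity; plate controls were median of neutral control wells for no effect and mitoxantrone controls for full effect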
# DENV2 CPE: protects cells from dengue virus 2 cytopathic effect; DENV2-infected cells, cytopathic effect rescue, plate reader; CPE inhibition, % at 9.99 µM; 350,000 compounds, 1.7% hits; in the data active = CPE inhibition above about 20%, passing the limit was not always enough; inconclusive = no clear call, values can overlap the other calls; tested in BHK-21 cells;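 note: 0% = median of neutral control wells and 100% = median of positive control wells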
# F508del corr: CFTR F508del correction in bronchial cells | CFBE cells, YFP halide quenching; stimulated with forskolin plus potentiator P3; % fluorescence drop versus neutral controls | activity (quench increase), % at 7.58 µM | 350,000 compounds, 0.36% hits | AID 720511;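 active = mean added fluorescence quench of at least 8% versus neutral control, with both replicates also reaching 8%; inconclusive = only one of the mean or replicate conditions met; inactive = mean below 8% and not both replicates reaching 8%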;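 note: cells transiently co-express mutant CFTR-F508del with the halide-sensitive YFP; corrector assay measuring rescue of mutant channel to the surface after 24 h compound exposure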
# EWS-Fli inh: blocks EWS/Fli oncoprotein-driven transcription | A673 NR0B1-luciferase reporter, viability-normalised | inhibition, % at 12.6 µM | 350,000 compounds, 0.67% hits;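 active = mean inhibition of at least 50% after viability correction, with every replicate also passing that limit; inconclusive = mean reaches 50% but only one of two replicates passes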;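 note: firefly luciferase signal divided by Alamar Blue viability fluorescence both relative to DMSO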
# XiGFP reactiv: reactivates the inactive X chromosome in mouse fibroblasts; XiGFP mouse fibroblasts, % GFP-positive cells imaging, 3 d; cells co-treated with 5-aza-dC sensitizer; scaled so ellipticine positive control = 100%; activation, % at 7.58 µM; 360,000 compounds, 0.055% hits;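 active = mean normalized replicate activation at least 10% and every replicate at or above 10%; inconclusive = only one of the two criteria met; inactive = mean below 10% and not all replicates reach 10%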;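 note: 0% = median of on-plate neutral control wells and 100% = ellipticine 6 µM median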
#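 assay system = SV40-immortalized XiGFP fibroblast cells, line 68-5-11 | buffer or medium = DMEM plus 5-aza-dC sensitizer | doses = single-point pinned compound dosing | times = 3-day compound exposure, then 15 min fixation at room temperature | benchmarks = positive control ellipticine, 6 µM final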
# * hit, by the source's call; u = inconclusive; x = no result given; & = joins results of further samples.
SMILES	ARNT TACC3 PPI	GSIS activator	ERp5 inh	PAX8 reporter	DENV2 CPE	F508del corr	EWS-Fli inh	XiGFP reactiv
COc1cccc(Nc2nc3ccc(C(=O)c4ccccc4)cc3n3cnnc23)c1	-2	5	-8	29	x	7.3	17	0.0
CC[C@H](NC(=O)CC[C@H]1O[C@@H](n2cnc3c(NC(=O)c4ccccc4)ncnc32)[C@H](O)[C@@H]1O)c1ccccc1	x	-6	5	-3	14	1.2	-4	0.4
O=C(N[C@H]1CC[C@H](CCNC(=O)C2CC2)O[C@H]1CO)c1ccncc1	-8	12	-2	x	3	1.3	-3	-0.2
COc1ccccc1S(=O)(=O)N[C@H]1C=C[C@H](CC(=O)N2CCOCC2)O[C@@H]1CO	-13	-5	-2	-16	-9	-1.4	-4	0.3
COCCNc1nc(N)c([N+](=O)[O-])c(N2CCCCCC2)n1	-39	52*	1	-1	9	-1.5	11	-0.1
C[C@@H]1CN([C@@H](C)CO)C(=O)c2cc(NC(=O)CCC(F)(F)F)ccc2O[C@@H](C)CCCCO[C@@H]1CN(C)Cc1ccc2c(c1)OCO2	-10	4	4	5	7	2.3	-30	0.0
CC(C)N(CCNC(=O)c1ccc(CS(=O)(=O)c2c(Cl)cccc2Cl)o1)Cc1ccccc1	-4	-5	-3	-7	6	-2.8	x	0.0
Cc1ccc(NC(=O)Cn2nc(C(F)(F)F)c3c2CCC3)cc1	-14	8	-1	x	0	0.1	1	x
CCCN1C[C@@H](C)[C@H](OC)CN(C)C(=O)c2ccc(NC(=O)c3cccc(F)c3)cc2OC[C@H]1C	-7	-11	1	-6	-15	2.3	0	0.1
O=C(O)[C@@H]1CCCN1S(=O)(=O)c1cccc(S(=O)(=O)N2CCC[C@H]2C(=O)O)c1	-4	-14	-2	-14	5	-2.4	-17	0.1
C[C@@H]1CN([C@@H](C)CO)C(=O)c2cc(NC(=O)Cc3ccccc3)ccc2O[C@@H](C)CCCCO[C@H]1CN(C)C(=O)Nc1ccccc1	x	-12	-8	14	8	-3.9	x	-0.1
CCOC(=O)c1ccc(Nc2cc3ccccc3c(=O)[nH]2)cc1	4.5*	-7	1	-22	4	-1.5	2	-0.1
COc1ccc(NS(=O)(=O)c2cc(NC(=O)c3cnccn3)ccc2OC)cc1Br	1	15	2	9	-5	0.2	-1	0.0
COC(=O)c1ccc(N)c(CS(=O)(=O)c2ccc(Cl)cc2)c1	0	5	0	-7	0	2.6	3	0.0
Nc1c([N+](=O)[O-])cc(-c2cnc[nH]2)cc1[N+](=O)[O-]	-3	1	-7	11	5	1.5	-16	0.2

# Continuation.
SMILES	ARNT TACC3 PPI	GSIS activator	ERp5 inh	PAX8 reporter	DENV2 CPE	F508del corr	EWS-Fli inh	XiGFP reactiv
CC(=O)OC1C2CCC1C([N+]1(C)CCCCC1)CC2 (configuration not stated)	2	3	5	5	18	-2.1	-6	0.1
O=C(NC1CCCC1)[C@@H]1[C@@H](CO)[C@@H]2Cn3c(ccc(C4=CCCC4)c3=O)[C@H]1N2CC1CC1	7	7	-3	x	-3	-0.5	2	0.0
C[C@@H]1CCCCO[C@H](CN(C)C(=O)Nc2ccc3c(c2)OCO3)[C@H](C)CN([C@H](C)CO)C(=O)c2cc(NC(=O)Nc3ccc(F)cc3)ccc2O1	2	-7	5	-21	10	3.2	1	0.2
CCN1[C@@H]2Cn3c(ccc(-c4cccc(F)c4)c3=O)[C@H]1[C@@H](C(=O)NCC1CC1)[C@@H]2CO	11	3	-2	x	-8	-3.4	-9	0.3
COc1cccc(N2CC(=O)N(NC(=O)CSc3nc(C)cc(C)c3C#N)CC2=O)c1	-5	2	x	2	x	x	x	0.0
CN(C1CCS(=O)(=O)C1)S(=O)(=O)c1ccccc1 (configuration not stated)	4	1	-2	-7	x	-5.9	3	0.0
C[C@H](CO)N1C[C@H](C)[C@@H](CN(C)C(=O)C2CC2)OCc2ccccc2-c2c(n(C)c3ccccc23)C1=O	-10	-3	4	14	-7	0.5	-2	0.1
Cc1ccc(NC(=O)CSc2nccn2C)cc1S(=O)(=O)N1CCOCC1	-2	4	x	4	x	x	x	0.0
O=[N+]([O-])c1ccccc1/C=C/c1ccncc1	10	x	-1	-20	0	1.8	-19	x
O=C(Cc1ccc(Cl)cc1)NNC(=S)NC(=O)c1cccnc1	5	7	-1	1	1	-1.5	15	0.0
O=C(COc1ccc2ccc(=O)oc2c1)Nc1c(Cl)cccc1C(F)(F)F	-2	0	8	14	4	-2.2	x	-0.1
COc1ccc(S(=O)(=O)N2CCCCC2c2cc(C(=O)Nc3ccccc3)no2)cc1 (configuration not stated)	x	-13	1	3	33*	-1.6	7	0.0
C[C@H]1CN([C@@H](C)CO)S(=O)(=O)c2ccc(C#Cc3ccccn3)cc2O[C@H]1CN(C)Cc1ccc(F)cc1	-5&7	-10&-9	-1&3&0	-12&-8&23	u	1.4&0.8&0.7	-3&12&7	0.1&-0.5
CC(C)[C@@H](CO)NC(=O)c1ccc2c3n(nc2c1)-c1ccc(Cl)cc1CO3	2	-3	4	-147	15	3.2	-170	0.1
O=C(Oc1ccccc1)c1ccc(NC(=O)c2ccco2)cc1	-2	x	0	-82	1	x	-17	0.6

# Remaining list, next part:
SMILES	ARNT TACC3 PPI	GSIS activator	ERp5 inh	PAX8 reporter	DENV2 CPE	F508del corr	EWS-Fli inh	XiGFP reactiv
COc1ccc(S(=O)(=O)Nc2ccc3c(c2)C(=O)N([C@@H](C)CO)C[C@H](C)[C@H](CN(C)C(=O)Nc2ccc4c(c2)OCO4)O3)cc1	x	7	x	x	x	-4.2	-2	-1.1
C[C@@H]1CN([C@H](C)CO)C(=O)c2cc(NC(=O)C3CC3)ccc2O[C@H]1CN(C)Cc1ccc(Oc2ccccc2)cc1	9	-2	2	-17	-8	-4.5	21	0.1
CO[C@@H]1CN(C)C(=O)c2cc(NC(=O)Nc3cccc(Cl)c3)ccc2OC[C@@H](C)N(C(=O)Nc2c(C)noc2C)C[C@@H]1C	x	4	x	x	x	-1.3	3	0.3
O=C(c1cc(COc2ccc(F)cc2Cl)on1)N1CCCC(OCc2cccnc2)C1 (configuration not stated)	-10	2	7	4	-2	-0.7	2	0.0
CCOC(=O)c1cc(=O)nc(N)s1	x	-14	-1	-3	9	-0.2	1	0.4
COC(=O)c1ccc(COC(=O)CNC(=O)c2cccc(OC)c2)o1	-6	10	-17	-11	-4	-0.6	-4	0.2
CSc1nc(S(C)(=O)=O)nc2[nH]c(=O)[nH]c12	x	x	-7	5	-2	0.9	0	0.0
CCOC(=O)CNC(=O)CN1C(=O)CCSc2ccccc21	-4	x	5	x	11	0.3	-1	x
CCOc1cc(CNCCc2ccc(S(N)(=O)=O)cc2)cc(Cl)c1OCc1ccccc1	5	-4	2	x	-1	3.4	33	x
COc1ccc(S(=O)(=O)N2CCCCCC2)cc1NS(=O)(=O)c1cc(C(=O)O)cc(C)c1C	-5	x	5	-11	1	-1.9	0	0.6
COc1ccccc1CNC(=O)C[C@H]1C=C[C@@H](NC(=O)CC2CC2)[C@H](CO)O1	-2	4	-1	-6	5	1.1	-1	0.6
O=C(O)Cc1nc(-c2cccnc2)sc1-c1ccc(Br)cc1	4	6	-1	-18	-3	-0.7	-2	0.0
CC(C)CN(C(=O)CCNC(=O)c1ccc([N+](=O)[O-])cc1)C1CCS(=O)(=O)C1 (configuration not stated)	0	-1	-1	-6	u	-1.8	-2	0.0
Cc1ccc(NC(=O)C(=O)NCC2CCCN2S(=O)(=O)c2cccs2)cc1C (configuration not stated)	3	-12	-1	-51	-2	2.9	-48	0.0
CCOC(=O)c1cc(C)nc(S(C)(=O)=O)c1C#N	-1	x	7	21	0	5.1	-8	-0.1

# New compounds follow.
SMILES	ARNT TACC3 PPI	GSIS activator	ERp5 inh	PAX8 reporter	DENV2 CPE	F508del corr	EWS-Fli inh	XiGFP reactiv
C[C@H](CO)N1C[C@H](C)[C@@H](CN(C)S(=O)(=O)c2cccs2)Oc2ccc(NC(=O)Nc3ccc4c(c3)OCO4)cc2C1=O	6	8&-1	8&2	10	-3&-12	-1.7&1.7	2&13	-1.3&0.1
CC(C)CN(C(=O)C1CCCO1)C1CCS(=O)(=O)C1 (configuration not stated)	-9	2	-1	-6	4	-2.8	0	0.1
O=S1(=O)c2ccc(Br)cc2N2CCC[C@@H]2CN1Cc1ccc(Cl)cc1	0	2	-6	9	9	0.4	-11	-0.1
Cc1noc(C)c1S(=O)(=O)N(C)Cc1ccccc1	x	-4	1	3	12	x	-3	0.0
C[C@H](CO)N1C[C@H](C)[C@@H](CN(C)C(=O)c2ccccn2)Oc2ncc(-c3ccc(F)cc3)cc2C1=O	0	18	2	-18	-4	-1.6	-3	-1.4
C[C@H]1CN([C@@H](C)CO)C(=O)Cc2cc(N(C)C)ccc2O[C@@H]1CN(C)C(=O)Nc1ccc(C(F)(F)F)cc1	9	-12	0	-7	5	-0.9	6	-0.8
O=C(c1ccccc1)N1[C@@H](CO)[C@@H](c2ccccc2)C12CN(Cc1nccs1)C2	x	2	-1	-4	25*	-0.5	1	0.0
O=S(=O)(c1ccc(Cl)nc1)N1CCC(Cc2ccccc2)CC1	-5	10	8	-6	-1	-2.7	15	-0.3
C[C@@H]1CCCCO[C@@H](CN(C)C(=O)Nc2ccc(F)cc2)[C@@H](C)CN([C@H](C)CO)C(=O)c2cc(NC(=O)Nc3ccc(C(F)(F)F)cc3)ccc2O1	7	21	-4	28	-6	1.2	-13	0.4
Cc1ccccc1/C=N/NC(=O)CSc1nc2ccccc2o1	3	-8	x	-41	x	x	x	0.1
COc1ccc(NS(=O)(=O)c2cc(NC(=O)c3cccc(OCc4c(C)noc4C)c3)ccc2OC)cc1	-10	-26	x	40	x	x	x	0.1
COc1cc(OC)c2c(-c3cccc(-c4ccc(OC)c(F)c4)c3)cc(=O)oc2c1	0	-20	-6	89*	-2	8.5*	39	1.3
CCN1[C@@H]2Cn3c(ccc(C4=CCCC4)c3=O)[C@H]1[C@@H](C(=O)NCc1ccccn1)[C@@H]2CO	20	2	-2	x	-3	-0.3	4	0.4
COCC#Cc1cnc2c(c1)C(=O)N([C@H](C)CO)C[C@@H](C)[C@@H](CN(C)C(=O)c1cnccn1)O2	3	29	-4	x	7	-1.1	-7	0.1

# In the list so far, 3 contain bromine.
SMILES	ARNT TACC3 PPI	GSIS activator	ERp5 inh	PAX8 reporter	DENV2 CPE	F508del corr	EWS-Fli inh	XiGFP reactiv
COc1ccc(NS(=O)(=O)c2cc(NC(=O)c3cnccn3)ccc2OC)cc1Br	1	15	2	9	-5	0.2	-1	0.0
O=C(O)Cc1nc(-c2cccnc2)sc1-c1ccc(Br)cc1	4	6	-1	-18	-3	-0.7	-2	0.0
O=S1(=O)c2ccc(Br)cc2N2CCC[C@@H]2CN1Cc1ccc(Cl)cc1	0	2	-6	9	9	0.4	-11	-0.1

# Single values from above:
# CC(C)CN(C(=O)CCNC(=O)c1ccc([N+](=O)[O-])cc1)C1CCS(=O)(=O)C1 (configuration not stated) @ F508del corr = -1.8
# CC(C)CN(C(=O)C1CCCO1)C1CCS(=O)(=O)C1 (configuration not stated) @ PAX8 reporter = -6
